Screening data: PubChem BioAssay, National Center for Advancing Translational Sciences (NCATS)
PLK1 PBD block: blocks phosphopeptide binding to human PLK1 polo-box domain; Potency, µM, inactives show max response, negative = inhibition, hits mostly inhibitors; Plk1 PBD binding of FITC phosphopeptide, fluorescence polarization; P53350; 360,000 tested, 2.8% active; AID 720504; also: potency is read from the fitted curve at half-maximal effect; series mostly up to about 57 µM; % is scaled to controls: 0 for no effect and ±100 for the full control effect; nearly all actives have a fitted effect of over 65% in size
EPAC1 ag: agonists of human EPAC1; O95398; EPAC1 agonist qHTS, biochemical assay; response scale: 100% = response to 6.5 mM cAMP; Potency, µM (series often up to 154 µM), without a hit: top-dose activation, hits mostly activators; 360,000 tested, 0.073% active; AID 720707; also: potency is read from the fitted curve at half-maximal effect; nearly all actives have a fitted effect of over 60% in size
Target sequence (O95398 whole entry, looked up): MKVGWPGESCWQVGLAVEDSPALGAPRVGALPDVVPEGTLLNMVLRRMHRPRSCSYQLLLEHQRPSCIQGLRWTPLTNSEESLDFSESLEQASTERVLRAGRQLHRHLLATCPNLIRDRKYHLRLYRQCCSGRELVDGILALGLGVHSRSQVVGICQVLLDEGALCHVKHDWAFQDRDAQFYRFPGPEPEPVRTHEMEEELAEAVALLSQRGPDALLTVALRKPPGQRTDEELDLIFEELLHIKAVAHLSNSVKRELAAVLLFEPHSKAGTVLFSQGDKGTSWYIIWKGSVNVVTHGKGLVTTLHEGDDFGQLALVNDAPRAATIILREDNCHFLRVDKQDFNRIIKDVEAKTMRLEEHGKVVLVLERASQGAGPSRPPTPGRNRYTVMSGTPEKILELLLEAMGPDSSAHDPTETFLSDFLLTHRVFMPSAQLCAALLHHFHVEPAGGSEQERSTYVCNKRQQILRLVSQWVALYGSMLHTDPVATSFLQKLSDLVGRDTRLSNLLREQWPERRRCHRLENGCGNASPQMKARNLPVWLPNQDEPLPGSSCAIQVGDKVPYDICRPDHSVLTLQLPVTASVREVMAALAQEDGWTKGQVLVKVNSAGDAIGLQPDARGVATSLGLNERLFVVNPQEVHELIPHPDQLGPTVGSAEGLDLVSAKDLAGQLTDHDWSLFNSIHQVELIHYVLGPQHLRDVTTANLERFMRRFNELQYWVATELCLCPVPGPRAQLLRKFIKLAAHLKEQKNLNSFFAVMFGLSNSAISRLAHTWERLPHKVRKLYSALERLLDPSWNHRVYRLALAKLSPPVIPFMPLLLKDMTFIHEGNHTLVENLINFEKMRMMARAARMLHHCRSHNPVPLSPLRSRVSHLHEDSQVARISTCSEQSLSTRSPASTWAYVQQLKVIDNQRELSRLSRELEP
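Nucleotide exchange by EPAC1 (100 nM) on Rap1B–BODIPY-GDP (250 nM) in the presence of 50 uM GDP is tracked fluorescently at 480/540 nm over 30 min. Signals are normalized to a 6.5 mM cAMP control.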
PI5P4K alpha inh: blocks human PI5P4K alpha kinase activity; PI5P4Kalpha enzyme, ADP-Glo luminescence, 60 min; stronger effect = lower value; max response, %; 330,000 tested, 1.2% active; AID 652105; active = max response of -50% or lower; inconclusive = between -30% and -50%; inactive = -30% or higher; also: value at the top dose of about 77 µM; % is scaled to controls: 0 for no effect and ±100 for the full control effect
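qHTS, 1536-well: enzyme/substrate mix, compound by pin tool, 5 microM ATP final; RT 60 min; ADP-Glo reagents 1 (45 min) then 2 (30 min); luminescence.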
FUS yeast rescue: FUS proteinopathy suppression in yeast; S. cerevisiae FUS-expressing, growth rescue, OD600, 24 h; Potency, µM (top dose mostly 76.6 µM), inactives show at the top dose growth rescue (activation), hits mostly activators; 390,000 tested, 0.24% active; AID 1347120;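 also: potency is read from the fitted curve at half-maximal effect; plate controls were DMSO vehicle for no effect and reference control for full effect; nearly all actives have a fitted effect of over 55% in size; some results filed as inactive show a strong effect at the top dose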
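Yeast FUS proteinopathy model; galactose-induced FUS (2%), starting OD 0.005. Cpds in dilution series, 24hr, 30C, 99% humidity. Abs 600 nm growth. Pos ctrl CP55940 (top 92uM final); neg ctrl DMSO.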
aSyn rescue: alpha-synuclein toxicity inhibition in yeast | Yeast expressing alpha-synuclein, growth rescue, BacTiter-Glo, 24 h | Potency, µM (titrated, usually from 46.1 µM), for the others: at the highest dose growth rescue (activation), hits mostly activators | 370,000 tested, 0.14% active | AID 652106; also: potency is read from the fitted curve at half-maximal effect; % of control where 0% means no effect; nearly all actives have a fitted effect of over 65% in size
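Readout is rescue of growth in alpha-synuclein-expressing yeast, so inhibitors of toxicity appear as activators. Growth after 24 hr at 30 deg C in galactose medium is quantified by luminescence.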
Abeta rescue: A-beta toxicity reversal in yeast; yeast expressing A-beta42, growth rescue, OD600, 48 h; response scale: 0% DMSO, 100% iron-clioquinol control; Potency, µM (titrated, usually from 46.1 µM), without a hit: top-dose growth rescue, usual class: activators; 410,000 tested, 0.063% active; also: potency is read from the fitted curve at half-maximal effect; nearly all actives have a fitted effect of over 55% in size
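Growth rescue measured by 600 nm absorbance after 48 h yeast culture at 30 C with compound. Values normalized between DMSO and an equimolar ferric chloride plus clioquinol control.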
IL-2 act: IL-2 activation | IL-2 activation reporter assay, cell-based qHTS; stimulated with anti-CD3/CD4/CD28 beads; in transgenic mouse T cells | activation, % (series mostly up to about 46 µM) | 360,000 tested, 0.065% active; in the data active = activation above about 50%; inconclusive = mostly about 30% to 49%; also: 0% is about no effect
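Using fluorescent plate cytometry, EGFP and DsRed are detected in transgenic mouse T cells stimulated 18 h at 37 degrees C with antibody-coated beads after 60 min compound pretreatment.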
EPAC1 antag: antagonists of human EPAC1; 360,000 tested, 0.14% active; O95398; EPAC1 GEF assay, Rap1b-BODIPY-GDP exchange fluorescence; Potency, µM (series often up to 115 µM), for the others: top-dose activity change, negative = inhibition, usual class: inhibitors;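 also: potency is read from the fitted curve at half-maximal effect; plate controls were vehicle for no effect and positive control for full effect; nearly all actives have a fitted effect of over 50% in size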
WRN inhibitor: WRN helicase (human) inhibition | Q14191 | WRN helicase unwinding, fluorescent forked duplex, kinetic | Potency, µM (titrated, usually from 114 µM), for inactives: at the highest dose activity change, negative = inhibition, most hits filed as inhibitors | 360,000 tested, 0.46% active | AID 651768; also: potency is read from the fitted curve at half-maximal effect; % is scaled to controls: 0 for no effect and ±100 for the full control effect; nearly all actives have a fitted effect of over 55% in size
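Enzyme (20 nM final) and test compound sit together 15 min at room temperature before substrate addition. Substrate is a single-forked duplex oligonucleotide (100 nM) labelled with fluorophore and quencher, with 2 mM ATP; helicase unwinding raises red fluorescence, read kinetically.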
Active calls of the source: *; ? = inconclusive; / = no result given; & = joins results of further samples; [ ] = remark or other dose. Unless noted, calls follow the shape of the dose curve; as a rule, active = well fitted curve in the direction sought with a large enough effect; inconclusive = small, poorly fitted or top-dose-only effect, or another doubt; inactive = no such curve, though single readings can be large; an effect the other way counts as inactive or inconclusive. An unsorted share of the library (roughly 4.1% active in at least one column).

mol	EPAC1 antag	FUS yeast rescue	PLK1 PBD block	Abeta rescue	WRN inhibitor	EPAC1 ag	PI5P4K alpha inh	aSyn rescue	IL-2 act
COc1ccc(NC(=O)Cc2ccc(Cl)cc2)cc1S(=O)(=O)N1CCCCC1	7%	?	-9%	-2%	-3%	-6%	-4	4%[1.84 µM]	-0.7
O=C(CSc1ccc(-c2ccc(Cl)cc2)nn1)NC1CCCC1	9%	/	0%	-3%	0%	-6%	-5	-6%	-2.3
O=C(COc1ccccc1Br)N1CCN(C(=O)c2ccco2)CC1	-7%	6%	-5%	3%	1%	4%	-3	-3%	0.5
C=CCN(Cc1ccc(Cl)s1)C(=O)c1cc(S(=O)(=O)N2CCOCC2)ccc1F	-12%	15%	1%	-28%	-3%	-4%	4	6%	-0.3
O=C(Nc1ccc(F)cc1)C(CCc1ccccc1)N1CCN(Cc2c(F)cccc2Cl)CC1 (stereo not given)	19%	19%	1%	1%	-2%	0%	14	-7%	-0.6
C=CCOc1c(CNc2ncn[nH]2)cccc1OC	0%	-12%	-1%	10%	1%	0%	10	1%	0.7
CCC(C)(C)N1CC(=O)N(Cc2ccccc2)C(c2ccc(OC)cc2)C1=O (stereo not given)	9%	-9%	-3%	-4%	-15%[57.1 µM]	-5%	-5	-1%	0.1
CCOc1ccc(OCCOC(=O)CNC(=O)c2ccc(Cl)cc2Cl)cc1	-3%	12%	-7%	12%	0%	1%	9	-2%	-1.1
O=C(NC1CCCC1)C1CCN(C(=O)c2ccc(Cl)cc2)CC1	21%	2%	0%	0%	9%	3%	-5	0%	1.1
CC(OC(=O)CCc1nc2ccccc2c(=O)[nH]1)C(=O)Nc1cccc(C(F)(F)F)c1 (stereo not given)	-15%	-1%	-12%	12%	2%	-7%	-2	-13%	-0.3
CCC(=O)N1c2ccc(S(=O)(=O)NCCc3ccccc3)cc2CC1C (stereo not given)	-3%	?	-2%	21%&-2%	-2%[57.1 µM]	5%	-2	12%	-1.1
COC(=O)c1c(C)[nH]c(C)c1C(C)=O	3%	17%	-1%	-10%	-10%	-2%	-13	-5%	-1.8
CCCc1c(C(=O)N/N=C/C=C/c2ccccc2)nnn1-c1nonc1N	-13%	-25%	-16%	-6%	-1%	12%	0	-2%	-1.5
CCn1c(SCC(=O)Nc2ccc(N(C)C)cc2)nnc1C1CC1	1%	2%	0%	-12%	10%	-1%	-7	-2%	1.4
O=C(COc1ccccc1[N+](=O)[O-])N1CCC(Cc2ccccc2)CC1	-27%	7%	?	6%	9%[57.1 µM]	11%	-5	2%	0.0
CCn1nc(C)c(C(=O)Nc2cc(Oc3ccc(Cl)cc3)cc([N+](=O)[O-])c2)c1C	?	39%	-1%	7%	-11%	17%	/	0%	-1.6
O=C(c1ccccc1)N1N=C(c2ccccc2)CC1c1cccs1 (stereo not given)	6%	16%	-7%	-9%	3%	16%	-3	?	-0.2
CC(C)C(=O)N1CCN(c2ccccc2NC(=O)COc2ccc(C3CCCCC3)cc2)CC1	-6%	/	-6%	3%	-16%	-3%	14	7%	-4.3
O=[N+]([O-])c1ccc2[nH]c3c(c2c1)CCCC3O (stereo not given)	-22%	22%	-20%	-4%	-5%	10%	0	-2%	1.5
COc1ccc(Cl)cc1N1C(=O)c2cccnc2C1=O	2%	-21%	8%	-12%	-3%	-10%	5	-14%	0.6
Cn1c(=O)[nH]c(=O)c2c1nc(SCCN1CCOCC1)n2CCCc1ccccc1	11%	-18%	-20%	-15%	-2%	-7%	-2	6%	-1.1
CN(C)CCCNC(=O)C(=O)NCC1OCCN1S(=O)(=O)c1cc(F)ccc1F (stereo not given)	-1%	19%	0%	0%	-6%	-23%	2	-11%	0.4
CC1CCN(C(=O)COc2cccc3c2CCN(Cc2ccccc2)C3=O)CC1	-16%	11%	-12%	10%	-10%	-2%	-1	7%	-3.2
COc1ccc(C(C(=O)NC2CCCCC2)N(C(=O)c2cccs2)c2ccc3c(c2)OCO3)cc1 (stereo not given)	-11%	-10%	-1%	3%	-7%	-22%	/	-5%	-2.2
COCCNC(=O)C1CC(=O)N(CCc2ccccc2)C1 (stereo not given)	14%	12%	-2%	9%	13%	-2%	1	0%	0.2
NC(=O)CC(NC(=O)Cc1ccc(Cl)cc1)c1ccc(NCc2ccccc2)c([N+](=O)[O-])c1 (stereo not given)	10%	-15%	-1%	-21%	-6%	-18%	-7	-3%	0.7
CCCCn1c(C)cc(/C=C(\C#N)C(=O)O)c1C	-10%	/	-11%	-10%	9%	4%	?	6%	-0.1
COc1ccccc1C1OC(c2cccc([N+](=O)[O-])c2)=NN1C(C)=O (stereo not given)	8%	11%	?	-2%	2%	7%	-4	11%	2.8
O=C(CCc1ccc(CCC(=O)c2cccs2)s1)c1cccs1	2%	-7%	-2%	16%	-12%	8%	-26	2%	-0.1
COc1ccc(CCNC(=O)c2nnn(CC(=O)Nc3ccc(C)cc3C)c2N)cc1OC	?	16%	-3%	-4%	-16%	-29%	-5	-6%	-2.8

Gathered by group: those above containing two or more sulfur atoms.
mol	EPAC1 antag	FUS yeast rescue	PLK1 PBD block	Abeta rescue	WRN inhibitor	EPAC1 ag	PI5P4K alpha inh	aSyn rescue	IL-2 act
C=CCN(Cc1ccc(Cl)s1)C(=O)c1cc(S(=O)(=O)N2CCOCC2)ccc1F	-12%	15%	1%	-28%	-3%	-4%	4	6%	-0.3
O=C(CCc1ccc(CCC(=O)c2cccs2)s1)c1cccs1	2%	-7%	-2%	16%	-12%	8%	-26	2%	-0.1

(cont.)
mol	EPAC1 antag	FUS yeast rescue	PLK1 PBD block	Abeta rescue	WRN inhibitor	EPAC1 ag	PI5P4K alpha inh	aSyn rescue	IL-2 act
Cc1ccc2c(c1)cc(CN(Cc1ccc3c(c1)OCO3)C(=O)c1cnccn1)c1nnnn12	-21%	?	?	0%	-2%	6%	7	7%	-0.6
CC1=C(C)[N+](=O)C2CCCCC2N1[O-] (stereo not given)	-7%	?	-14%	6%	-2%	7%	/	-3%	-1.4
CCCC(=O)Nc1cc(-c2nnc(OC)c3ccccc23)ccc1N1CCOCC1	2%	-14%	-1%	10%	-3%	5%	0	1%	0.2
O=C(c1cc2n(n1)C(C(F)(F)F)CC(c1ccco1)N2)N1CCN(c2ccccn2)CC1 (stereo not given)	-2%	7%	-7%	-13%	0%	-21%	9	3%	0.7
C/C(N)=C(/C#N)C(=O)COC(=O)c1cccc(O)c1	-24%	0%	7%	4%	-1%[57.1 µM]	2%	-6	-4%	-1.6
Cc1ccc(CSc2nsc(C)c2C#N)cc1	-13%	-27%	15µM*	-10%	-3%	12%	11	5%	1.0
Cc1ccc2c(c1)C(=O)N1[C@H]3c4ccccc4OC[C@@H]3[C@H](c3ccccc3)[C@]1(C)C(=O)N2	-27%	42%	-5%	-73%[inhibitor]	-5%	1%	-1	-1%	-0.1
CCOC(=O)C1(C)CCCCN1C(=O)c1ccccc1OC (stereo not given)	-1%	-9%	-1%	-3%	1%	-10%	-1	-2%	1.4
COc1cccc(/C=C2\C(=O)N(c3cccc(C)c3)C(=O)c3ccccc32)c1	1%	25%	2.7µM*	14%	?	0%	0	-66%[inhibitor]	0.6
Cc1ccc(/C=C2/SC(=S)N(C3CCCCC3)C2=O)o1	-6%	-7%	?	-13%	13%	-7%	2	-4%	-0.2
CS(=O)(=O)N(CC(=O)Nc1ccccc1)c1cccc(Cl)c1Cl	-7%	9%	-4%	-4%	0%	7%	-4	14%	-0.2
Cc1cc(NC(=O)C(C)SCC(=O)N(C)Cc2c(F)cccc2Cl)no1 (stereo not given)	1%	-4%	0%	3%	0%	2%	-6	19%	-0.4
Cc1ccc2nc(-c3ccc(S(=O)(=O)N4CCCCC4)cc3)cn2c1	3%	-8%	-10%	-2%	-1%	6%	2	3%	-2.5
O=C(Nc1ccc2c(c1)ncn2-c1ccccc1)c1ccco1	3%	25%	?	18%	-7%	-2%	/	5%	4.4
CCOC(=O)Nc1cc(NC(=O)OCC)c(C)nc1C	4%	-16%	2%	2%	-3%	2%	6	-8%	0.2
C[C@@H]1CN([C@H](C)CO)C(=O)CCCn2nncc2CO[C@H]1CN(C)S(C)(=O)=O	15%	-29%	-17%	-2%	1%	-21%	2	-1%	-1.8
CN1CCN(c2ccc(S(=O)(=O)N3CCCCC3)cc2NC(=O)CSC(C)(C)C)CC1	5%	-14%	-5%	1%	1%	5%	3	3%	3.0
CCCc1nc2c(=O)n(C)c(=O)nc-2n(C)n1	?	-10%	-15%	-86%[inhibitor]	-31%	2%	0	-77%[inhibitor]	-6.7
Cc1cc(=O)oc2c(C)c(OCC(=O)N3CCN(c4cccc(Cl)c4)CC3)ccc12	6%	?	1%	/	-3%	1%	5	20%	-0.2
CCN(CC)CCOC(=O)c1ccc(NC(=O)C(C)NC(=O)C23CC4CC(CC(C4)C2)C3)cc1 (stereo not given)	10%	/	-2%	-12%	-27%	-10%	8	11%	-4.6
COc1ccc(C2/C=C\CC(NC(=O)OCC3c4ccccc4-c4ccccc43)CC(=O)N2Cc2ccccc2F)cc1 (stereo not given)	-26%	38%	30µM*	9%	1%	1%	?	12%	-0.7
ClCCn1c(CCl)nc2ccc(Cl)cc21	9%	-10%	3%	10%	22%	-12%	1	0%	-2.1
CCc1nc2c(OCc3ccccc3C)cccn2c1N(C)C(=O)C1CC1	-4%	5%	4%	-9%	-4%	-7%	0	0%	-0.2
Cc1cccc(S(=O)(=O)c2c(N)n(Cc3ccco3)c3nc4ccccc4nc23)c1	-29%	/	-6%	4%	?	?	?	10%	2.1
CN(Cc1ccc(Cl)c(Cl)c1)C(=O)c1cccc(S(=O)(=O)N2CCN(Cc3ccccc3)CC2)c1	-7%	31%	2%	?	-6%	11%	7	10%	-0.1
